NR2E3 ag-1: inhibitors of NR2E3-RetCOR corepressor binding, primary screen, NR2E3 agonist project, biochemical, TR-FRET, GST-NR2E3, biotin-RetCOR. actives 0.12% (n = 320,000). AID 2300, 2010. inhibition of corepressor binding, % at 4.78 µM. Photoreceptor-specific nuclear receptor (Homo sapiens), Q9Y5X4. 1536-well;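 active = percent inhibition above the cutoff of mean plus 3 SD of all tested compounds, set per screening campaign, cut at about 20% in these data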;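 also: 0% = DMSO wells and 100% = biotin wells as full block of FRET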
Target sequence (Q9Y5X4 whole entry, looked up): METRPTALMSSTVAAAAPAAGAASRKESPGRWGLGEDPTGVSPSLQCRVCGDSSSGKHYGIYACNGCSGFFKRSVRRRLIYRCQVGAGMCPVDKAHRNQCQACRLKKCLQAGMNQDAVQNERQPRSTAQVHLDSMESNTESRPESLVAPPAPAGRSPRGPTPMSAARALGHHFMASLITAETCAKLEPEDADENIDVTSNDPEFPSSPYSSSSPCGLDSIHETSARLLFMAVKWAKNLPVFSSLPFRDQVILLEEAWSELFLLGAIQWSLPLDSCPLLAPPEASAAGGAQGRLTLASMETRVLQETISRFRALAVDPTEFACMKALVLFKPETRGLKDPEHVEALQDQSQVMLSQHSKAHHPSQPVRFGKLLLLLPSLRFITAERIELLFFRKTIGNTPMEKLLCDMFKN
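Material: NR2E3–RetCOR corepressor complex | Quantity: 1.35 nM GST-tagged NR2E3 final | Schedule: 5 h at 4 °C | Replication: Singlicate compound wells | Reagent: RetCOR corepressor, biotinylated, 7 nM | Controls: Biotin wells as high control, 0.6% DMSO wells as low control | Signal: TR-FRET, Eu(K)-anti-GST donor, streptavidin-D2 acceptor, ex 340, em 617/671 nm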
HIF-2a inh: HIF-2a reporter inhibitors, primary screen, luminescence, 786-0 RCC cells; actives 0.72% (n = 360,000); 786-0 RCC cells HIF-2a reporter, luciferase luminescence, overnight; inhibition, % at 18.8 µM;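 active = inhibition of the luminescence signal of 40% or more relative to plate controls, in a single-dose primary screen at 18.75 µM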
CF NFkB block: inhibitors of PAF-induced NF-kB signaling, primary screen, cell-based, GFP fluorescence, uHTS; actives 0.86% (n = 360,000); inhibition, % at 5 µM; AID 588850, 2011; KKLEB NF-kB-GFP reporter, GFP fluorescence overnight;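 active = at least 50% inhibition at 5 µM, scaled per plate between neutral and stimulator controls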;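 also: PAF is a Pseudomonas aeruginosa culture filtrate used as stimulus; plate controls were PAF-stimulated DMSO wells for no effect and unstimulated DMSO wells for full effect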
PDI turbidity: inhibitors of human PDI, primary screen, biochemical, turbidity, single point, plate reader; Protein disulfide-isomerase (Homo sapiens), P07237; PDI insulin aggregation turbidity, A650, 90 min; inhibition, % at 10 µM; actives 0.052% (n = 350,000); AID 588391, 2011;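 active = mean inhibition across replicates of 30% or more, whatever share of single replicates reach that level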;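 also: absorbance from insulin aggregation driven by PDI reduction with DTT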
Target sequence (P07237 whole entry, looked up): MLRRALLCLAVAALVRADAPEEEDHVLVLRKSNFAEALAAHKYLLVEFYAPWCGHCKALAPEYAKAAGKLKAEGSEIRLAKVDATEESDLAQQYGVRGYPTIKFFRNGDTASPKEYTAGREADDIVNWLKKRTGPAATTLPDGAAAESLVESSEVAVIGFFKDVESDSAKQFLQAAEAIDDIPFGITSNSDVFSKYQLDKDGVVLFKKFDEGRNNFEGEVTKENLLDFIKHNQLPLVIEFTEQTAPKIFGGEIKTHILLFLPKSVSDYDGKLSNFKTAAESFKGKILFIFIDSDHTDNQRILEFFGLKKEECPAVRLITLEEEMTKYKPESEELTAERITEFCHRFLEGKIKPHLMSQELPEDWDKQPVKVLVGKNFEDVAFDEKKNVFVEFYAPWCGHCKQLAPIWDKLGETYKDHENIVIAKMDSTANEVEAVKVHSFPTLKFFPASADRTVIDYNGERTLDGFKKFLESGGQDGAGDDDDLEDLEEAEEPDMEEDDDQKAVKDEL
TRPM1 prom inh: inhibitors of MITF-dependent TRPM1 promoter reporter, primary screen, cell-based, SK-MEL-5, single point, luciferase. inhibition, % at 12.5 µM. SK-MEL-5 TRPM1 promoter luciferase, 24 h. actives 0.83% (n = 330,000);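 active = mean inhibition across replicates of 60% or more, whatever share of single replicates reaches that level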; also: values of inactives mirror those of a sister screen read the other way
NR2E3 ag-2: NR2E3 agonists in two-hybrid cells, primary screen, cell-based, luminescence, CHO-S, Gal4-NCOR/VP16-NR2E3. luciferase. actives 0.35% (n = 360,000). Photoreceptor-specific nuclear receptor (Homo sapiens), Q9Y5X4. AID 602229, 2012. inhibition of corepressor binding, % at 3.98 µM;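 active = inhibition above the mean of all tested compounds plus 3 SD, cut at about 70% in these data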;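 also: 0% = DMSO with NR2E3 transfected cells and 100% = cells lacking NR2E3 construct; higher means lower luciferase signal from less NR2E3 corepressor binding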
Peg3 promoter: Peg3 promoter-driven luciferase inhibitors, primary screen, cell-based, HeLa, luciferase luminescence; HeLa PEG-Prom luciferase reporter, overnight; inhibition, % at 20 µM; actives 1.7% (n = 360,000);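 active = inhibition of at least 50% at 20 µM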
Shn3 3UTR inh: reduction of Shn3 3'UTR firefly luciferase signal, primary screen, Schnurri-3 inhibitor project, cell-based, Clone20 osteoblasts, set 2; Clone20 osteoblast Shn3 3'UTR firefly luciferase, 24 h; inhibition, % at 12.5 µM; actives 0.52% (n = 360,000); AID 588674, 2011;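 active = mean inhibition of at least 75% with every replicate also reaching 75%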;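 also: 0% = median of neutral control wells and 100% = pilot-screen positive control compound; some compounds past the cut are filed as inactive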
CaV13 ICDI inh: Disruptors of the CACNA1D IQ motif to Ca2+-dependent inactivation inhibitor domain association, primary screening, Förster resonance energy transfer in intact living …; HEK cells, CFP/YFP FRET ICDI-IQ, plate reader, 10 min; percent FRET-ratio fall versus neutral wells; inhibition, % at 12.3 µM; actives 0.098% (n = 340,000); AID 743397;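 active = mean replicate inhibition of at least 30% and at least 1% of replicates passing that level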;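 also: 0% = median of the neutral control wells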
Vif inh: HIV Vif self-association inhibitors, primary screen, imaging, HEK293T, single point. HEK293T cells, Vif self-association by quenched fluorescence, 24 h. inhibition, % at 7.49 µM. actives 0.35% (n = 340,000); in the data active = inhibition above about 50%, passing the limit was not always enough; also: some results filed as inactive read as strong as hits
KKLEB tox: cytotoxicity in KKLEB CF airway cells, primary screen, cytotoxicity control for CF NF-kB inhibitor project, cell-based, uHTS, fluorescence assay plates | KKLEB CF airway cells viability, ATPlite luminescence, overnight; stronger effect = lower value; cells stimulated with P. aeruginosa culture filtrate | activity change (cytotoxicity), % at 5 µM | actives 0.36% (n = 360,000);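 active = corrected activity change at or below -50% at 5 µM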
* = called active by the depositor.

Start of the data: the first 2 compounds, ahead of the listing:
Results for CC#CC[N+](C)(CC#CC)CC(=O)c1ccccc1 ?
NR2E3 ag-1: 0; HIF-2a inh: 12; CF NFkB block: -11; PDI turbidity: -2; TRPM1 prom inh: -5; NR2E3 ag-2: -13; Peg3 promoter: 8; Shn3 3UTR inh: 1; CaV13 ICDI inh: -7; Vif inh: -2; KKLEB tox: 5

Results for CCCCn1c(SCc2ccc(Cl)cc2)nc2c1c(=O)[nH]c(=O)n2C ?
NR2E3 ag-1: 3; HIF-2a inh: 31; CF NFkB block: 0; PDI turbidity: 1; TRPM1 prom inh: -8; NR2E3 ag-2: -7; Peg3 promoter: 28; Shn3 3UTR inh: 25; CaV13 ICDI inh: -4; Vif inh: 2; KKLEB tox: -7

The whole of this part (from the top)
Results for CC#CC[N+](C)(CC#CC)CC(=O)c1ccccc1 ?
NR2E3 ag-1: 0; HIF-2a inh: 12; CF NFkB block: -11; PDI turbidity: -2; TRPM1 prom inh: -5; NR2E3 ag-2: -13; Peg3 promoter: 8; Shn3 3UTR inh: 1; CaV13 ICDI inh: -7; Vif inh: -2; KKLEB tox: 5

Results for CCCCn1c(SCc2ccc(Cl)cc2)nc2c1c(=O)[nH]c(=O)n2C ?
NR2E3 ag-1: 3; HIF-2a inh: 31; CF NFkB block: 0; PDI turbidity: 1; TRPM1 prom inh: -8; NR2E3 ag-2: -7; Peg3 promoter: 28; Shn3 3UTR inh: 25; CaV13 ICDI inh: -4; Vif inh: 2; KKLEB tox: -7

How did Cc1nn(CC(=O)NCCCc2ccccc2)c(C)c1[N+](=O)[O-] do in these assays?
NR2E3 ag-1: 4; HIF-2a inh: 20; CF NFkB block: 2; PDI turbidity: 7; TRPM1 prom inh: 0; NR2E3 ag-2: 3; Peg3 promoter: 18; Shn3 3UTR inh: 5; CaV13 ICDI inh: -7; Vif inh: 2; KKLEB tox: 2

How did COc1ccc(N2CCN(C(c3cc(OC)ccc3OC)c3nnnn3CC3CCCO3)CC2)cc1 (stereo unspecified) do in these assays?
NR2E3 ag-1: 1; HIF-2a inh: -1; CF NFkB block: -8; PDI turbidity: -3; TRPM1 prom inh: 8; NR2E3 ag-2: 5; Peg3 promoter: 5; Shn3 3UTR inh: 1; CaV13 ICDI inh: -1; Vif inh: -3; KKLEB tox: 10

Results for Cn1cnc2c(=O)sc3ccccc3c21 ?
NR2E3 ag-1: -1; HIF-2a inh: 13; CF NFkB block: 6; PDI turbidity: 9; TRPM1 prom inh: -9; NR2E3 ag-2: 1; Peg3 promoter: 5; Shn3 3UTR inh: -2; CaV13 ICDI inh: -5; Vif inh: -1; KKLEB tox: 5

What do the screens show for `Cc1ccc(C(=O)NNCC(=O)Nc2ccc(Cl)cc2F)cc1`?
HIF-2a inh: -4; CF NFkB block: -18; PDI turbidity: -6; TRPM1 prom inh: 3; NR2E3 ag-2: 3; Peg3 promoter: -4; Shn3 3UTR inh: -18; CaV13 ICDI inh: -5; Vif inh: -9; KKLEB tox: -8

Results for O=C(NCC1CC1)C1Cc2c(-c3ccc(Cl)cc3)ccnc2O1 (stereo unspecified) ?
HIF-2a inh: 11; CF NFkB block: 25; PDI turbidity: -7; NR2E3 ag-2: 10; Peg3 promoter: 27; Shn3 3UTR inh: 4; CaV13 ICDI inh: -6; Vif inh: -3; KKLEB tox: -10

Results for CCc1cc(-c2n[nH]c(=S)n2CC(C)C)cs1 ?
NR2E3 ag-1: -1; HIF-2a inh: 9; CF NFkB block: 2; PDI turbidity: -11; TRPM1 prom inh: 8; NR2E3 ag-2: -6; Peg3 promoter: 11; Shn3 3UTR inh: -5; CaV13 ICDI inh: -3; Vif inh: -2; KKLEB tox: 2

How did Cc1c(-n2c(SCC(=O)O)nnc2-c2ccccc2Br)c(=O)n(-c2ccccc2)n1C do in these assays?
NR2E3 ag-1: -4; HIF-2a inh: 9; CF NFkB block: 5; PDI turbidity: 6; TRPM1 prom inh: 6; NR2E3 ag-2: -18; Peg3 promoter: 12; Shn3 3UTR inh: -15; CaV13 ICDI inh: -2; Vif inh: 0; KKLEB tox: -1

Results for CCOC(=O)c1c(C)[nH]c(C(=O)Nc2cc(OCC)c(N3CCOCC3)cc2OCC)c1C ?
NR2E3 ag-1: 4; HIF-2a inh: -5; CF NFkB block: 17; PDI turbidity: 3; TRPM1 prom inh: 15; NR2E3 ag-2: -24; Peg3 promoter: 29; Shn3 3UTR inh: 26; CaV13 ICDI inh: -5; Vif inh: 24; KKLEB tox: -12

Results for CCOc1ccc(C(C)(C)C)cc1S(=O)(=O)Nc1ccncc1 ?
NR2E3 ag-1: 1; HIF-2a inh: 7; CF NFkB block: 7; PDI turbidity: 17; TRPM1 prom inh: -2; NR2E3 ag-2: 3; Peg3 promoter: 9; Shn3 3UTR inh: -6; CaV13 ICDI inh: -1; Vif inh: 12; KKLEB tox: 0

How did O=C(COc1ccc(Br)cc1Cl)NNC(=O)c1ccccc1 do in these assays?
NR2E3 ag-1: 6; HIF-2a inh: -45; CF NFkB block: -9; PDI turbidity: -4; TRPM1 prom inh: -4; NR2E3 ag-2: -6; Peg3 promoter: -25; Shn3 3UTR inh: -21; CaV13 ICDI inh: -6; Vif inh: -8; KKLEB tox: 6

How did N#C/C(=C/c1ccccc1OCc1ccc(F)cc1)c1ccc(C(=O)O)cc1 do in these assays?
NR2E3 ag-1: 3; HIF-2a inh: 11; CF NFkB block: 6; PDI turbidity: -3; TRPM1 prom inh: -4; NR2E3 ag-2: -18; Peg3 promoter: -9; Shn3 3UTR inh: -5; CaV13 ICDI inh: -5; Vif inh: -2; KKLEB tox: 4

What do the screens show for `CC1(NC(=S)N(CCO)CCO)CCS(=O)(=O)C1` (stereo unspecified)?
NR2E3 ag-1: 0; HIF-2a inh: 9; CF NFkB block: 9; PDI turbidity: -5; TRPM1 prom inh: -8; NR2E3 ag-2: 8; Peg3 promoter: 6; Shn3 3UTR inh: -11; CaV13 ICDI inh: -3; Vif inh: -1; KKLEB tox: -5

What do the screens show for `COc1cccc(NC(=O)N2CCCC2C(=O)NC2CCCC2)c1` (stereo unspecified)?
NR2E3 ag-1: 3; HIF-2a inh: -2; CF NFkB block: -25; PDI turbidity: 3; TRPM1 prom inh: -3; NR2E3 ag-2: -25; Peg3 promoter: -9; Shn3 3UTR inh: 14; CaV13 ICDI inh: -3; Vif inh: -1; KKLEB tox: 1

Results for COc1ccc(C=NCC2OCCc3ccccc32)cc1OC (stereo unspecified) ?
NR2E3 ag-1: 1; HIF-2a inh: 5; CF NFkB block: 4; PDI turbidity: 5; TRPM1 prom inh: -16; NR2E3 ag-2: -5; Peg3 promoter: 11; Shn3 3UTR inh: 10; CaV13 ICDI inh: -2; Vif inh: -5; KKLEB tox: -5

How did CCOc1ccc2[nH]c3c(NCCc4ccc(OC)c(OC)c4)ncnc3c2c1 do in these assays?
NR2E3 ag-1: 2; HIF-2a inh: 20; CF NFkB block: -3; PDI turbidity: 9; TRPM1 prom inh: 28; NR2E3 ag-2: 26; Peg3 promoter: 66*; Shn3 3UTR inh: 46; CaV13 ICDI inh: 3; Vif inh: -8; KKLEB tox: -17

Results for Cc1ccc(Cl)cc1N(CC(=O)NCc1ccc2c(c1)OCO2)S(C)(=O)=O ?
NR2E3 ag-1: -1; HIF-2a inh: 21; CF NFkB block: 15; PDI turbidity: -1; TRPM1 prom inh: -3; NR2E3 ag-2: -13; Peg3 promoter: 4; Shn3 3UTR inh: 5; CaV13 ICDI inh: -5; Vif inh: 4; KKLEB tox: 2

Results for CCc1nn(CC(=O)N2CCN(c3cc(C)ccc3C)CC2)c(=O)c2cc3occc3n12 ?
NR2E3 ag-1: 1; HIF-2a inh: 3; CF NFkB block: 0; PDI turbidity: 1; TRPM1 prom inh: -24; NR2E3 ag-2: -7; Peg3 promoter: 4; Shn3 3UTR inh: -16; CaV13 ICDI inh: -2; Vif inh: 1; KKLEB tox: 3

Results for CC(=O)N1C(=O)N(C(C)=O)C2C1N(C)C(=O)N2C(C)=O (stereo unspecified) ?
NR2E3 ag-1: 5; HIF-2a inh: 15; CF NFkB block: 8; PDI turbidity: -2; TRPM1 prom inh: 0; NR2E3 ag-2: 18; Peg3 promoter: 1; Shn3 3UTR inh: 17; CaV13 ICDI inh: -3; Vif inh: 9; KKLEB tox: 3

How did CN=C1S/C(=C\c2ccc(O)c(OC)c2)C(=O)N1C do in these assays?
NR2E3 ag-1: 0; HIF-2a inh: -216; CF NFkB block: 20; PDI turbidity: 1; NR2E3 ag-2: -121; Peg3 promoter: -210; CaV13 ICDI inh: -5; Vif inh: -3; KKLEB tox: -5

Results for O=C(/C=C/c1ccc(F)cc1)NCC1(c2ccccc2)CCOCC1 ?
NR2E3 ag-1: 4; HIF-2a inh: 12; CF NFkB block: -12; PDI turbidity: 5; TRPM1 prom inh: -1; NR2E3 ag-2: 3; Peg3 promoter: 8; Shn3 3UTR inh: 43; CaV13 ICDI inh: -18; Vif inh: -1; KKLEB tox: 0

Results for COc1cccc(Oc2cnc(N)nc2-c2ccc(OC)cc2O)c1 ?
NR2E3 ag-1: 8; HIF-2a inh: 10; CF NFkB block: 31; PDI turbidity: -2; TRPM1 prom inh: 12; NR2E3 ag-2: -77; Peg3 promoter: 30; Shn3 3UTR inh: -9; CaV13 ICDI inh: -3; Vif inh: -14; KKLEB tox: -14

Results for COCCN(CC(=O)NC1CCCCC1)C(=O)/C=C/C(=O)c1ccc(OC)cc1O ?
HIF-2a inh: 92*; CF NFkB block: 26; PDI turbidity: 4; TRPM1 prom inh: 94*; NR2E3 ag-2: -43; Peg3 promoter: 97*; Shn3 3UTR inh: 98*; CaV13 ICDI inh: -19; Vif inh: -16; KKLEB tox: 5

What do the screens show for `CC(C)CCOc1ccc(C(CC(N)=O)C(=O)O)cc1` (stereo unspecified)?
NR2E3 ag-1: 2; HIF-2a inh: 11; CF NFkB block: -7; PDI turbidity: 7; TRPM1 prom inh: 14; NR2E3 ag-2: -19; Peg3 promoter: 12; Shn3 3UTR inh: 10; CaV13 ICDI inh: -5; Vif inh: -5; KKLEB tox: 1
